# HSF1 activator = increases HSF-1 driven luciferase reporter signal; 300,000 compounds, 1.7% hits; AID 504408; NIH3T3-HGL HSF-1 luciferase reporter, MG132, 8 h; 100% = twice DMSO control signal; activation, % at 9 µM;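 active = mean replicate activation of at least 50% with a set share of replicates each reaching 50%; inconclusive = only one of those two conditions met; inactive = mean below 50% and too few replicates reaching it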;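 note: 0% = median of the neutral control wells and 100% = twice that signal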
# KLF5 inh = suppresses KLF5 promoter-driven expression | DLD-1 KLF5 promoter-luciferase reporter, luminescence | inhibition, % at 5 µM | 290,000 compounds, 0.23% hits;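 active = inhibition above a per-plate limit of that plate's mean compound inhibition plus 3 SD, cut at about 60% in these data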;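 note: 0% = DMSO wells and 100% = LY294002 at 200 µM; higher means less KLF5 promoter-driven luciferase light; inactives centre near -14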
# SKKanGAS inh = blocks kanamycin growth of S. pyogenes SKKanGAS strain; inhibition, % at 7.5 µM; BacTiter-Glo, 6 h; 300,000 compounds, 1.3% hits; AID 1662;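 active = mean replicate score, as percent of positive control median, at least 50; inconclusive = mean below 50 but one replicate at or above 50; inactive = mean and every replicate below 50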;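 note: strain carries kanamycin resistance gene driven by streptokinase promoter and grows in 40 µg/ml kanamycin; loss of luminescence reflects streptokinase promoter inhibition or plain growth inhibition; 0% = median of DMSO wells and 100% = positive control at its reference dose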
# aSyn 5UTR inh = 5' untranslated region of α-synuclein, MLPCN primary screen; alpha-synuclein 5'UTR reporter, inhibitor activity; inhibition, % (tested at 7.5 µM); 300,000 compounds, 0.82% hits; in the data active = inhibition above about 60%; inconclusive = no clear call, values can overlap the other calls;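 note: H4 neuroglioblastoma cells stably carrying SNCA 5'UTR luciferase fusion; 0% = DMSO wells and 100% = positive control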
# IEC-6 tox = counter-screen for KLF5 inhibitors: cytotoxicity in IEC-6 cells. IEC-6 cytotoxicity, luminescence viability. inhibition, % at 5 µM. 290,000 compounds, 0.78% hits; in the data active = inhibition above about 22%;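 note: 0% = plate median of test compound wells and 100% = cytotoxic reference compound wells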
# HSP90 refold inh = HSP90 refolding inhibition in rabbit reticulocyte lysate. luciferase refolding luminescence, 3 h. 290,000 compounds, 0.91% hits. inhibition, % at 5.6 µM;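 active = inhibition above the screen-wide mean plus 3 SD, computed separately per campaign, cut at about 16% in these data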;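 note: 0% = DMSO wells and 100% = 60 µM geldanamycin wells; inhibitors lower the luminescence because luciferase stays unfolded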
# HIF activator = HIF pathway transcriptional activation; U2OS HRE-luciferase reporter, luminescence; normalized: DMSO 0%, desferrioxamine 100%; 300,000 compounds, 0.32% hits; activation, % at 7.5 µM (by protocol); AID 1910;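 active = mean activation of at least 10% of the iron chelator positive control signal, with at least half of replicates also reaching 10%; inconclusive = mean and replicate majority disagree about reaching 10%; inactive = mean and most replicates under 10%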
# Platelet DG rel = platelet dense granule release activity. human platelet-rich plasma, SFLLRN dense granule ATP release, luminescence. inhibition, %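 (compounds screened at 7.5 µM in platelet-rich plasma)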. 300,000 compounds, 0.22% hits;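 active = mean replicate score, as percent of positive control, at or above 50; inconclusive = mean below 50 but at least one replicate at or above 50; inactive = mean and every replicate below 50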
# AI-2 QS mod = modulates the Vibrio harveyi AI-2 quorum sensing system; Vibrio harveyi JMH597 AI-2 luminescence/OD600 ratio, 9 h; hits give low values; strain lacks LuxN and CqsS sensors; 0 = neutral-control median; activity change, % at 7.5 µM; 300,000 compounds, 0.4% hits; AID 2094; in the data active = activity change below about -75%, passing the limit was not always enough; inconclusive = no clear call, values can overlap the other calls;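 note: luminescence divided by OD600 gain over 9 h not by final OD600 alone; inactives centre near 13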
# HSF1 inhib = HSF1 inhibition; NIH3T3-HGL HSE-luciferase, MG132-induced, luminescence 8 h; hits give low values; activity change, negative = inhibition, % at 7.5 µM (by protocol); 300,000 compounds, 0.77% hits;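 active = more than half of replicate wells show activity change below -50%, luminescence cut by over half; inconclusive = some wells, but at most half, below -50%; inactive = no replicate well below -50%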;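 note: luciferase reports HSF-1 transcriptional activity via heat shock element; 0% = median of DMSO wells and -100% = zero luminescence signal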
# * hit, by the source's call; ? = inconclusive; / = not tested or not shown.
1. CS(=O)(=O)N(CC(=O)NCc1ccccn1)c1ccc2c(c1)OCCO2
2. CN(C)CCCNC(=S)N1CCC(c2nc3ccccc3[nH]2)CC1
3. CCC(CC)NCCOC(=O)c1ccc([N+](=O)[O-])cc1
4. Cc1ccn2c(C(=O)CSc3ccccc3)c(C)nc2c1
5. NC(=O)COC(=O)c1ccccc1OCc1ccccc1
6. Cc1cccc(NC(=O)c2cc([N+](=O)[O-])ccc2N2CCCCC2)n1
7. COc1ccc(C2=NOC(Cn3nc(C(=O)NCc4cccc(C(F)(F)F)c4)cc3-c3ccccc3)C2)cc1 (configuration not stated)
8. COC(=O)c1nn(-c2cccc(C)c2)c2nnc(Cc3ccccc3)c(=O)n12
9. CN(C)c1ccc(C(=O)/C=C/c2ccccc2)cc1
10. O=C(CSCc1cnn(-c2ccccc2)c1-n1cccc1)N1CCN(Cc2ccccc2)CC1

Compound	1	2	3	4	5	6	7	8	9	10
HSF1 activator	-30	-12	10	48	-14	-10	23	15	74*	23
KLF5 inh	-9	-11	-23	-27	-45	3	/	14	-206	-12
SKKanGAS inh	2	-4	0	-9	0	3	8	0	5	6
aSyn 5UTR inh	14	-10	10	-65	-7	20	-16	-8	-159	30
IEC-6 tox	-4	4	-2	23*	-6	-1	/	9	-1	-4
HSP90 refold inh	0	-4	4	-2	-2	-3	/	6	2	6
HIF activator	0.2	0.0	0.3	1.8	-0.7	-0.2	-0.2	-27	1.9	0.4
Platelet DG rel	3	-4	6	2	2	-1	0	-5	6	6
AI-2 QS mod	4	0	11	29	8	5	17	26	23	22
HSF1 inhib	-14	-3	-1	22	1	-14	5	5	48	-1

11. CC(Oc1ccccc1Cl)C(=O)Nc1ccc(S(=O)(=O)N2CCCC2)cc1 (configuration not stated)
12. CCOc1cc(C(=O)NC(C)C2CC3CCC2C3)cc(OCC)c1OCC (configuration not stated)
13. O=C(c1cccc(F)c1)n1nnc2ccccc21
14. CCN(CC(N)=O)S(=O)(=O)c1ccc(Br)cc1
15. O=C(NNC1CC(c2ccccc2)=NN1C(=O)c1ccccc1)c1ccccc1 (configuration not stated)
16. Cc1nn(Cc2c(Cl)cccc2Cl)c(C)c1NC(=O)CCCn1nc(C)c([N+](=O)[O-])c1C
17. C=CCNc1nc2ccccc2nc1NS(=O)(=O)c1ccc(F)cc1
18. COCCCN(CC(=O)NCc1ccccc1)S(=O)(=O)c1ccc(C)cc1
19. COc1ccc(C(CNC(=O)Cn2[nH]c(=O)c3ccccc3c2=O)N2CCCC2)cc1 (configuration not stated)
20. O=S(=O)(c1ccc(Cl)cc1)N1c2ccccc2Oc2nc3ccccc3nc21

Compound	11	12	13	14	15	16	17	18	19	20
HSF1 activator	-11	23	22	32	14	31	0	18	0	1
KLF5 inh	/	/	-21	-7	-7	-10	-20	-23	-8	-12
SKKanGAS inh	26	3	18	-11	1	6	0	2	-1	11
aSyn 5UTR inh	14	6	6	3	5	2	-2	-8	7	-96
IEC-6 tox	/	/	-2	-4	-3	-4	-5	-4	0	-2
HSP90 refold inh	/	/	-2	-3	1	1	-4	-2	0	0
HIF activator	0.0	-0.2	-0.3	-0.2	-0.5	0.1	0.5	0.4	-0.8	1.9
Platelet DG rel	?	0	-4	1	1	-5	2	-2	0	2
AI-2 QS mod	-49	11	3	15	16	29	2	15	7	32
HSF1 inhib	-6	2	-1	2	5	-3	3	1	-4	-5

21. CS(=O)(=O)c1ccc(NCCc2ccccn2)c([N+](=O)[O-])c1
22. COc1ccc(NC(=O)C(NC(C)=O)C(=O)NCc2ccc(F)cc2)cc1 (configuration not stated)
23. CN=C(Nc1ccccc1)SC1CC(=O)N(c2ccc(C(=O)OC)cc2)C1=O (configuration not stated)
24. Cc1cc(C)c(NC(=O)Cn2nnc(C(=O)NCc3ccco3)c2N)c(C)c1
25. COc1ccc(CCNC(=O)c2cnccn2)cc1
26. CNc1nc(N)c([N+](=O)[O-])c(Nc2cccc(Cl)c2)n1
27. Cc1nc2c(C#N)c[nH]n2c(=O)c1CCO
28. Cc1ccc(-n2c(SCC(=O)N/N=C/c3ccccc3C(=O)O)nnc2-c2ccccc2)cc1
29. Cc1cc(C)cc(NC(=O)CN(C)S(=O)(=O)c2cnc[nH]2)c1
30. CC(=O)N1CCN(c2ccccc2NC(=O)COc2ccc(Br)cc2)CC1

Compound	21	22	23	24	25	26	27	28	29	30
HSF1 activator	13	/	-11	3	17	-3	5	-21	80*	1
KLF5 inh	-19	-8	-11	-2	/	-10	-13	-8	8	5
SKKanGAS inh	-5	-3	4	-1	-2	-1	-16	-1	10	6
aSyn 5UTR inh	7	/	15	-6	-32	13	-15	10	-8	-26
IEC-6 tox	0	-2	2	-3	/	7	-4	-1	2	-12
HSP90 refold inh	-6	-1	-1	-1	/	2	0	3	3	-1
HIF activator	-0.2	/	-0.5	-0.1	0.0	0.2	-0.6	-0.1	0.5	-0.1
Platelet DG rel	18	/	-1	0	-8	0	-10	2	5	-1
AI-2 QS mod	16	25	14	21	-3	19	-7	9	17	-2
HSF1 inhib	4	/	-4	-5	1	-6	-6	-2	32	3

# Ordered by SMILES length (smallest number first): 5 of the compounds above
25. COc1ccc(CCNC(=O)c2cnccn2)cc1
27. Cc1nc2c(C#N)c[nH]n2c(=O)c1CCO
30. CC(=O)N1CCN(c2ccccc2NC(=O)COc2ccc(Br)cc2)CC1
23. CN=C(Nc1ccccc1)SC1CC(=O)N(c2ccc(C(=O)OC)cc2)C1=O (configuration not stated)
28. Cc1ccc(-n2c(SCC(=O)N/N=C/c3ccccc3C(=O)O)nnc2-c2ccccc2)cc1

Compound	25	27	30	23	28
HSF1 activator	17	5	1	-11	-21
KLF5 inh	/	-13	5	-11	-8
SKKanGAS inh	-2	-16	6	4	-1
aSyn 5UTR inh	-32	-15	-26	15	10
IEC-6 tox	/	-4	-12	2	-1
HSP90 refold inh	/	0	-1	-1	3
HIF activator	0.0	-0.6	-0.1	-0.5	-0.1
Platelet DG rel	-8	-10	-1	-1	2
AI-2 QS mod	-3	-7	-2	14	9
HSF1 inhib	1	-6	3	-4	-2

# Other records
31. O=C(CCc1nc2ccccc2s1)N1CCN(S(=O)(=O)c2cccs2)CC1
32. O=C(/C=C1\NC2(CCCC2)Cc2ccccc21)C(=O)N/N=C/c1ccccc1O
33. Cc1ccc(C)c(CN2C(=O)C(C)Oc3ccc(C)cc32)c1 (configuration not stated)
34. CC#CCNCc1ccccc1
35. O=C(Nc1cccnc1)c1cc2c(ccc3ccccc32)o1
36. CCc1cccc2c(C(=O)COC(=O)c3nccnc3N)c[nH]c12
37. O=C(CCl)c1ccc2[nH]c(=O)oc2c1
38. CCOC(=O)c1ccc(NC(=O)c2ccc3c(c2)OCO3)cc1
39. Cc1cccc(OCCOC(=O)CN2C(=O)NC3(CCCC3)C2=O)c1
40. Nc1cc(N)nc(SCc2ccc(Cl)cc2)n1

Compound	31	32	33	34	35	36	37	38	39	40
HSF1 activator	11	49	7	-3	26	5	24	25	8	-16
KLF5 inh	-21	-28	-38	-42	-220	/	-3	-76	/	-53
SKKanGAS inh	-1	96*	1	-7	-10	1	-1	2	10	-1
aSyn 5UTR inh	-15	74*	33	11	-104	-32	-9	-118	-18	-33
IEC-6 tox	3	-5	-2	-6	-1	/	-2	1	/	-2
HSP90 refold inh	2	-3	7	-6	4	/	-2	-4	/	-5
HIF activator	0.3	0.3	-0.1	-0.2	1.8	1.9	-1.1	1.5	-11	0.5
Platelet DG rel	13	-12	-2	0	1	3	-23	6	-10	3
AI-2 QS mod	13	-4	5	9	7	6	19	11	-4	-29
HSF1 inhib	4	18	7	-8	19	11	10	22	-3	14

41. CC(c1cccs1)N(Cc1ccco1)C(=S)Nc1ccc(F)c(Cl)c1 (configuration not stated)
42. COc1ccc(S(=O)(=O)N2CCC(N3CCN(Cc4ccccc4)CC3)CC2)cc1
43. CCC(C)C(=O)Nc1nnc(SCC(=O)NC2CCCC2)s1 (configuration not stated)
44. COc1ccc(NC(=O)CSc2nc3c(c(=O)n2-c2ccccc2)SCC3)c(OC)c1
45. O=[N+]([O-])c1c(NCCCO)cc(N2CCN(Cc3ccc4c(c3)OCO4)CC2)c2nonc12
46. C#CCN(C(=O)c1cc(COc2cccc(C(F)(F)F)c2)on1)C1CCCCC1
47. CC(C)NC(=S)N/N=C1\CCCc2ccccc21
48. CCc1nc2nc(C)c(NS(=O)(=O)c3ccc(CC(C)C)cc3)c(=O)n2[nH]1
49. COc1cccc(N(C(=O)c2ccco2)C(C(=O)NC2CCCC2)c2ccc(N(C)C)cc2)c1 (configuration not stated)
50. O=S(=O)(Nc1ccc2ccccc2n1)c1ccccc1

Compound	41	42	43	44	45	46	47	48	49	50
HSF1 activator	-4	-13	7	-4	-6	26	-9	12	19	-45
KLF5 inh	0	-19	-18	-19	-8	-24	-16	-11	-23	-28
SKKanGAS inh	14	5	8	4	5	26	-3	7	3	-1
aSyn 5UTR inh	16	-1	16	-8	-8	-6	-44	-2	6	-5
IEC-6 tox	-8	1	-5	5	6	-10	3	-5	4	2
HSP90 refold inh	-2	-1	3	6	0	-2	0	-2	2	-2
HIF activator	-0.3	-0.4	-0.2	-1.6	-0.1	0.7	1.1	-9.8	0.2	0.5
Platelet DG rel	-1	1	0	-1	4	3	1	-4	-1	-16
AI-2 QS mod	37	13	32	41	26	-44	19	/	9	8
HSF1 inhib	-6	-10	-11	-1	-9	-1	0	-10	7	-42

51. N#C/C(C(=O)N1CCOCC1)=C1/SC(Cc2ccc(F)cc2)C(=O)N1c1ccccc1 (configuration not stated)
52. COc1ccc(C(=O)CN2C(=O)c3ccccc3C2=O)cc1
53. Cn1c(=O)[nH]c(=O)c2c1nc(SCc1ccccc1Cl)n2CC(N)=O
54. O=C(O)c1cc(O)ccc1N=Nc1ccccc1
55. Cc1cc(NC(=O)CSc2nnc(C3CC3)n2C)no1
56. CCN(C(=O)COC(=O)CNC(=O)c1ccc(C)c(C)c1)C1CCS(=O)(=O)C1 (configuration not stated)
57. CCN1C(=O)c2ccc(C(=O)Nc3ccc(O)cc3C)cc2C1=O

Compound	51	52	53	54	55	56	57
HSF1 activator	6	29	2	24	-6	-5	1
KLF5 inh	-6	-18	-36	-33	-24	-1	5
SKKanGAS inh	8	17	-4	-2	0	3	0
aSyn 5UTR inh	2	7	11	-12	6	18	12
IEC-6 tox	-4	3	-4	2	-4	-2	6
HSP90 refold inh	1	-3	1	-3	-2	-1	-4
HIF activator	-0.3	0.7	-0.5	-0.1	-0.4	0.0	0.3
Platelet DG rel	0	2	1	1	2	12	1
AI-2 QS mod	1	12	19	2	56	25	18
HSF1 inhib	0	10	-4	-1	-2	-1	-3

# Bioassay records as filed in PubChem.
